Assay outcomes: PubChem BioAssay, several laboratories
NOD2-RIPK2 inh = NOD2-RIPK2 binding disruptors in cells, primary screen, fluorescence, CHO cells, BLA complementation. CCF4 ratio. inhibition, % at 4.98 µM. 360,000 compounds, 0.38% hits. AID 624267, 2012; in the data active means inhibition above about 21%;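 further: 0% = vehicle only and 100% = reference blocker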
aDG glyco up = activators of alpha-DG glycosylation, primary screen, uHTS, Pro5-aDG cells, AlphaScreen; alpha-DG glycosylation AlphaScreen (IIH6); 0% Pro5, 100% B10-LARGE cell signal; activation, % at 10 µM; 360,000 compounds, 0.22% hits;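 active means activation of at least 8% versus controls, or a plate z-score of at least 8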;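 further: Pro5 are CHO cells carrying HIG-tagged alpha-DG that lacks glycosylation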
Granule exo inh = LAMP-1 surface exposure blockers, TALL-104 cells – cell-based, flow cytometry, MLPCN library, primary screen | TALL-104 LAMP-1 surface exposure; cells stimulated with thapsigargin and PMA | inhibition, % at 10 µM | 360,000 compounds, 0.66% hits | AID 651702, 2012;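 active means inhibition above about 55%, limit read from the data; inconclusive means no clear call, values can overlap the other calls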
MC4R ag barr = MC4R agonists recruiting beta-arrestin, primary screen, cell-based, luminescence, agonist arm of biased-ligand search; 360,000 compounds, 0.98% hits; activation, % at 8.9 µM; AID 540308, 2011; U2OS MC4R beta-arrestin complementation; percent of melanotan II response, DMSO zero;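 active means activation above a per-plate cutoff, the mean activation of sample wells on that plate plus 3 SD, cut at about 8% in these data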
ABHD5-PLIN5 inh = ABHD5-PLIN5 interaction inhibitors, primary screen, cell lysate, split luciferase complementation, luminescence; Perilipin-5 (Homo sapiens) + 1-acylglycerol-3-phosphate O-acyltransferase ABHD5 (Homo …; Split G. princeps luciferase complementation, 4 h; inhibition, % at 4 µM; 360,000 compounds, 0.78% hits; AID 602281, 2012;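 active means inhibition above the mean inhibition across every tested compound plus 3 SD, cut at about 22% in these data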;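 further: 0% = DMSO only wells and the 100% control is not disclosed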
Vif inh = HIV Vif self-association inhibitors, primary screen, imaging, HEK293T, single point; 340,000 compounds, 0.35% hits; AID 602346, 2012; HEK293T cells, Vif self-association by quenched fluorescence, 24 h; inhibition, % at 7.49 µM; in the data active means inhibition above about 50%, passing the limit was not always enough; inconclusive means no clear call, values can overlap the other calls; inactive means below about 31%; further: some results filed as inactive read as strong as hits
MC4R antagonist = MC4R antagonists of cAMP signaling, primary screen, cell-based, TR-FRET, antagonist arm of biased-ligand search | Melanocortin receptor 4 (Homo sapiens), P32245 | MC4R-expressing cells, MTII-stimulated cAMP, LANCE TR-FRET | inhibition, % at 6.5 µM | 360,000 compounds, 0.48% hits;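 active means inhibition above its plate's cutoff, the mean of tested wells on that plate plus 3 SD, cut at about 29% in these data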;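 further: 0% = Melanotan II alone and 100% = Melanotan II plus saturating MCL0020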
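Material: U2OS-MC4R stable cell line | Reagent: Melanotan II challenge after compound preincubation | Doses: One concentration, 6.5 µM nominal | Incubation: 30-min compound preincubation, 1-h Melanotan II challenge, 1-h detection, room temperature | Signal: TR-FRET cAMP assay | Replicates: One well per compound, no replicates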
TLR9-MyD88 inh = inhibitors of TLR9-MyD88 association in cells, primary screen, cell-based, CHO, BLA complementation, fluorescence; CCF4 FRET ratio; Toll-like receptor 9 (Homo sapiens) + Myeloid differentiation primary response protein …; 340,000 compounds, 0.21% hits; inhibition, % at 4.98 µM; AID 504734, 2011;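 active means inhibition above the mean over all tested compounds plus 3 SD, cut at about 21% in these data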;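 further: 0% = DMSO only wells and 100% = clavulanate BLA inhibitor control wells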
Target sequence (Q99836 whole entry, looked up): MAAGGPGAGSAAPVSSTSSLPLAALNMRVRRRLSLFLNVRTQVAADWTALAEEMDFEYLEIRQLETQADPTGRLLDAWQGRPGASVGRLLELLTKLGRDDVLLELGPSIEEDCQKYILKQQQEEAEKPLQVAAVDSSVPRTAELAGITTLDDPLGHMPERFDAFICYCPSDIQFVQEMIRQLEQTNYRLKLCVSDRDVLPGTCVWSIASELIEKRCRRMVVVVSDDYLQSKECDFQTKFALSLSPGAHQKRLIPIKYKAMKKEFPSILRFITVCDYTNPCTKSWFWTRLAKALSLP
Target sequence (Q9NR96 whole entry, looked up): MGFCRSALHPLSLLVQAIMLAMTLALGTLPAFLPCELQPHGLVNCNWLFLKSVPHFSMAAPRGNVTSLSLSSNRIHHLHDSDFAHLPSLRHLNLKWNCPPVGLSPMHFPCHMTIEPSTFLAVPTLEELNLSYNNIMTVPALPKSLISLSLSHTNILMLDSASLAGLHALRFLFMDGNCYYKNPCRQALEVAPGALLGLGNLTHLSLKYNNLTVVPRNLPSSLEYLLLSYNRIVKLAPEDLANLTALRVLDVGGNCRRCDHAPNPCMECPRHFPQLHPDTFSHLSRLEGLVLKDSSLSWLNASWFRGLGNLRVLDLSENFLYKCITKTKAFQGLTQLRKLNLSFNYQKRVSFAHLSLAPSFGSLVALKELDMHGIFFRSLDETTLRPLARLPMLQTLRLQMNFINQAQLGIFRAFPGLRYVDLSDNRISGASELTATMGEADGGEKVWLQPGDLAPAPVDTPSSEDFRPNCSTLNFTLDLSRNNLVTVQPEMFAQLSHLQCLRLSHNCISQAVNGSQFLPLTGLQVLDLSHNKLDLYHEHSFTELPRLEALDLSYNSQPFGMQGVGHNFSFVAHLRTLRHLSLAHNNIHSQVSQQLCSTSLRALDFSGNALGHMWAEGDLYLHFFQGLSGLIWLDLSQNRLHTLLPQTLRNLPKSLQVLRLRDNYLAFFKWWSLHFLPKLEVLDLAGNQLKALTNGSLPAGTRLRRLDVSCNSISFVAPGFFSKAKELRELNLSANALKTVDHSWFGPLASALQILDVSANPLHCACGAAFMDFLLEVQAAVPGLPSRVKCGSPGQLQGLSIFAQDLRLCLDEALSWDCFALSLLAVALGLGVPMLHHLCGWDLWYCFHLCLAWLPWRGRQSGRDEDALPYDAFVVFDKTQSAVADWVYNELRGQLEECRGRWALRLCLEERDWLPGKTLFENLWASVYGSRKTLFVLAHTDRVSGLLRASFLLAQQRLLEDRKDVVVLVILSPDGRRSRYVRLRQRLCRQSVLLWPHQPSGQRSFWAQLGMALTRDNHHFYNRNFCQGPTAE
N-glyco inh = increase of ERlucT glycosylation luciferase signal, primary screen, N-linked glycosylation inhibitor project, D54 ERlucT cells, luminescence, set 2; reporter increase, % at 12.5 µM; 360,000 compounds, 0.23% hits; D54 ERlucT glycosylation luciferase reporter, 24 h; percent of 100 nM tunicamycin response;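 active means mean luciferase reporter signal, scaled so untreated is 0 and the glycosylation-blocking control 100, at or above a set limit in every replicate; inconclusive means mean reaches the limit but not every replicate does; inactive means mean below the limit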;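 further: luciferase carries N-glycosylation sites so blocking glycosylation raises the light; 0% = median of neutral control wells and 100% = median of 100 nM tunicamycin wells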
ABCB6 inh 2 = ABCB6 transporter inhibitors, primary screen, K562-ABCB6 cells, flow cytometry, MLPCN library; ATP-binding cassette sub-family B member 6 (Homo sapiens), Q9NP58; K562-ABCB6 porphyrin accumulation, 1 h; stronger effect = lower value; fluorescence ratio to DMSO, % at 10 µM; 360,000 compounds, 0.19% hits;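 active means fluorescence ratio to DMSO below 75%, the collection mean minus 3 SD; inconclusive means too few cells collected in the well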;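 further: signal is porphyrin accumulated inside mitochondria; 100% equals median channel fluorescence of DMSO control wells; lower ratio means ABCB6 inhibition with less porphyrin fluorescence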
* marks the source's active call; other numbers are inactive results; ? = inconclusive; / = not tested or not shown. An excerpt; count on the stated rates, not on these rows.

SMILES	NOD2-RIPK2 inh	aDG glyco up	Granule exo inh	MC4R ag barr	ABHD5-PLIN5 inh	Vif inh	MC4R antagonist	TLR9-MyD88 inh	N-glyco inh	ABCB6 inh 2
Nn1c(SCC(=O)Nc2ccc(N3CCOCC3)cc2)nnc1-c1ccccc1F	-4	0.0	2	-2.0	-9	?	3	2	-1	97
CO[C@H]1CC[C@@]2(C)[C@@H](CC[C@@H]3[C@@H]2CC[C@@]2(C)[C@H]3C[C@H](C(=O)N[C@@H](CCCN=C(N)N)C(=O)NCC(=O)N[C@@H](CC(=O)O)C(N)=O)O[C@]23CCCO3)C1	2	0.1	-1	-0.2	1	0	1	2	2	99
O=C(c1ccccc1F)N1CCN(Cc2cccc(Cl)c2)CC1	-2	0.2	13	-2.9	4	-14	7	-9	-6	101
O=C(COC(=O)c1ccc(Cl)nc1)Nc1ccc2c(c1)OCCO2	10	0.0	-1	-2.7	-3	-3	6	-9	0	99
COc1cc(C(=S)N2CCC(C(N)=O)CC2)ccc1O	-12	-0.2	0	-1.1	-4	-6	5	-4	-9	104
COC(=O)C1=COC(C)C2CN3CCc4c([nH]c5ccccc45)C3CC12 (configuration not stated)	5	0.0	-1	-1.0	-6	11	-5	1	-3	110
CC(=O)Nc1ccc(OCC(O)Cn2nc(C)c(Br)c2C)cc1 (configuration not stated)	-2	0.0	5	-2.4	-1	10	-3	-13	1	100
CSc1cccc(-n2ccc(=O)c(C)c2C)c1	-5	-0.1	5	-2.8	6	1	1	-4	-1	86
CCNC(=O)Cn1cc(C(F)(F)F)cc(Cl)c1=O	2	-0.1	-2	-1.5	-2	-21	30*	-2	3	91
CCCCNC(=S)N/N=C/c1ccc(C)s1	-9	-0.3	-3	6.6	-10	-1	7	-7	-2	101
CCCN1C2=C(C(=O)CC(C)(C)C2)C(c2ccc(F)cc2)C2=C1c1ccccc1C2=O (configuration not stated)	-6	0.4	-3	-0.7	-4	-2	8	4	-3	93
O=C(CCN1C(=O)c2ccccc2S1(=O)=O)Nc1ccc2c(c1)OCCO2	-37	-0.1	8	1.8	15	5	-13	-3	0	104
CCOc1ccc(/C=N/NC(=O)CN2CCCCC2)cc1OCC	-15	-0.1	-2	-1.7	-4	2	-7	-1	-1	103
Cc1ccc(S(=O)(=O)/N=S(/C)c2ccccc2)cc1 (configuration not stated)	2	-0.2	2	0.4	-2	4	4	-9	2	93
CCOc1ccccc1Nc1ccc(C(=O)O)cc1[N+](=O)[O-]	7	0.1	-3	-2.9	-2	10	-1	-6	2	95
COc1ccc(NC(=O)c2ccc(C)cc2)c[n+]1[O-]	1	-0.1	-8	-0.6	3	-10	6	16	4	103
O=C(c1ccc(-n2cncn2)c([N+](=O)[O-])c1)N1CCN(S(=O)(=O)c2ccc(Br)cc2)CC1	-8	0.3	4	-4.0	7	0	6	-4	1	100
CC1(C)CC(=O)C=C(NC2CC(C)(C)NC(C)(C)C2)C1	-2	-0.2	3	-0.1	3	65*	-1	-4	1	85
CC1(C)CC(=O)C(=C2SCCCS2)C(=O)C1	-5	-0.3	1	-3.7	9	6	1	-10	-2	95
CC1=NN(C(N)=S)C(=O)C1N=Nc1ccc(Br)cc1 (configuration not stated)	-9	-0.1	0	-0.4	-1	10	2	3	-8	98
CSc1ccc(CCNC(=O)CN2C(=O)c3cccnc3Oc3ccc(C)cc32)cc1	3	-0.2	25	-0.8	13	-6	2	3	-4	98
CCOc1ccc(N(CC(=O)Nc2cccnc2)S(C)(=O)=O)cc1	-5	0.0	0	3.6	3	2	2	0	-1	103
Cc1cccc(/N=C/c2c(O)cc(C)oc2=O)n1	-11	0.0	-6	-0.5	-7	3	0	-2	1	93
O=S(=O)(Nc1ccc(-n2cccc2)cc1)c1ccc(Cl)cc1Cl	1	0.2	-2	11*	-14	/	3	3	1	99
CCOc1cc(S(=O)(=O)Nc2ncn[nH]2)ccc1Br	-4	-0.3	15	-1.5	7	2	13	0	2	98

(further entries)
SMILES	NOD2-RIPK2 inh	aDG glyco up	Granule exo inh	MC4R ag barr	ABHD5-PLIN5 inh	Vif inh	MC4R antagonist	TLR9-MyD88 inh	N-glyco inh	ABCB6 inh 2
CC1CC(C)(C)CC2(C1)NC(=O)N(CC(=O)OCc1ccc(Br)cc1)C2=O (configuration not stated)	4	0.1	3	14*	-4	-2	-1	-7	-1	93
O=C(COc1cccc(Br)c1)Nc1ccc(Cl)c(S(=O)(=O)N2CCOCC2)c1	2	0.2	4	3.3	-9	-13	4	0	-5	97
CN1OC[C@@H]2CN(Cc3ccccc3)[C@H](c3ccc(N4CCCCC4)cc3)C[C@@H]21	2	-0.6	5	/	-4	5	/	/	0	100
Cc1ccc(C(=O)N(CN2CCCC2=O)c2ccccc2)cc1C	-12	0.0	-3	2.4	1	-4	8	2	2	92
CCOP(=O)(OCC)C(NC(=O)Nc1ccccc1)C(N)=O (configuration not stated)	-4	0.0	-1	-2.3	3	12	4	3	-1	99
COc1cccc(-n2c(SCC(=O)NCc3cccs3)nc3ccccc3c2=O)c1	4	0.3	-5	-2.4	-2	2	22	0	-1	92
COc1ccc(S(=O)(=O)N2CCCCC2)cc1NC(=O)CCCOc1ccccc1	1	0.4	4	-0.3	-2	-1	10	5	-4	94
O=C(NNCc1ccc(O)cc1)c1ccccc1Cl	5	0.2	-2	-3.5	13	-2	-2	-12	-1	98
CCCCn1c(N)c(N(CCOC)C(=O)c2cc3c(s2)CCC(C)C3)c(=O)[nH]c1=O (configuration not stated)	8	0.5	-2	-2.9	9	/	5	-3	0	100
Cc1cc(C)nc(NC(=O)c2cccs2)c1	-1	0.1	-3	0.5	-1	3	13	-5	2	83
Cc1nc(-c2ccc(S(=O)(=O)N3CCN(C(c4ccccc4)c4ccccc4)CC3)s2)cs1	2	-0.3	-11	-0.8	-3	-1	-2	13	0	95
COc1ccc(NC(=O)COC(=O)Cn2cnc3ccccc32)cc1	1	-0.2	-10	1.3	5	6	1	1	1	95
Cc1cc(NC(=O)c2cc(C)on2)n(-c2ccccc2)n1	11	0.2	-6	-1.9	0	0	3	1	0	72*
CCOC(=O)C1=CCC(c2cccc3ccccc23)N(S(=O)(=O)c2ccc(C)cc2)C1 (configuration not stated)	-6	-0.3	0	/	-2	20	/	/	-3	102
Cc1ccc(S(=O)(=O)N/N=C/c2cc(Br)ccc2O)cc1	-6	0.0	-1	0.5	0	-8	4	4	12	96
CC(C)c1nccn1CCC(=O)O	3	0.0	-2	0.1	-5	0	0	-1	5	94
Cn1nnnc1SCC(=O)Nc1ccc(Br)cc1Br	8	0.2	-1	-1.6	3	3	3	4	2	90
O=C(Nc1ccc(Cl)cc1C(=O)NCc1cccnc1)c1ccco1	2	-0.1	3	0.3	5	2	1	4	0	98
CC(=O)Nc1ccc(-c2csc(NC=C3C(=O)OC(C)(C)OC3=O)n2)cc1	-7	-0.5	-2	-3.2	-1	-6	4	-6	0	93
CCC(C(=O)O)n1cnc2scc(-c3ccc(C)c(C)c3)c2c1=O (configuration not stated)	-9	0.0	8	0.8	-4	0	19	-4	-2	97
Cc1ccc(Nc2ncccc2C(=O)NCc2cccs2)c(C)c1	2	0.1	4	0.0	-8	-2	-13	-7	-3	91
Cc1onc(-c2ccccc2)c1C(=O)N1CCN(c2ccccn2)CC1	1	0.1	2	-3.1	-1	-5	5	4	1	104
COc1ccc(OC)c(NC(=O)CC2(CC(=O)O)CCCC2)c1	-2	-0.1	0	5.5	-1	11	8	-8	-1	109
CC(C)NC(=O)c1ccc(CS(=O)(=O)c2ccc(Br)cc2)o1	-1	0.1	5	-2.7	9	4	12	-4	0	99
COc1cccc(C(=O)Nc2ccc(C(=O)c3ccncc3)cc2)c1	-9	0.3	3	-0.8	3	-6	-7	-4	-4	94

(further entries)
SMILES	NOD2-RIPK2 inh	aDG glyco up	Granule exo inh	MC4R ag barr	ABHD5-PLIN5 inh	Vif inh	MC4R antagonist	TLR9-MyD88 inh	N-glyco inh	ABCB6 inh 2
COc1ccccc1NC(=O)C(C)OC(=O)CN1C(=O)C2CC=CCC2C1=O (configuration not stated)	-9	-0.1	10	0.2	9	-9	-2	-7	3	100
O=C(CNC(=O)C1CCCCC1)Nc1cc(Cl)cc(Cl)c1	-9	0.1	-2	0.1	3	9	7	6	-1	103
O=C(N=C1SC2CS(=O)(=O)CC2N1c1ccc(F)cc1F)C1CC1 (configuration not stated)	14	0.1	1	-2.6	-4	-7	25	-9	0	98
COCCN1Cc2cccc(C(=O)NCc3cccs3)c2C1=O	3	-0.4	2	-1.1	0	-1	16	-6	-4	100
O=C(O)C1CCCCC1C(=O)Nc1ccccn1 (configuration not stated)	-1	0.1	-1	-1.9	0	33	8	3	2	107
COc1ccc(/C=C(/NC(=O)c2ccc([N+](=O)[O-])cc2)C(=O)NCCCN(C)C)cc1	0	0.0	-1	-0.5	1	1	3	4	3	102
C=CCc1cccc(/C=N/NC(=O)CNc2cccc3ccccc23)c1O	6	0.5	5	-0.3	-5	-2	10	3	-3	90
Nn1c(COc2ccccc2)nc2ccccc2c1=O	-12	0.0	-2	0.3	3	-22	-3	-2	0	100
COC(=O)C(CC(C)C)NC(=O)CSc1nc(-c2ccccc2)c(C#N)c(=O)[nH]1 (configuration not stated)	-7	0.1	3	-0.8	1	13	5	1	2	96
c1cncc(CNc2ncnc3sc4c(c23)CCCC4)c1	6	0.1	-3	-2.4	3	-5	12	7	-1	92
Cc1c(S(=O)(=O)N2CCCC2)c(=O)n(C)c(=O)n1C	-7	-0.3	-13	-0.7	3	/	0	-15	5	91
C[C@@H]1CC[C@@]2(O[C@H](CCO)C[C@H](O)[C@H]2O)O1	-12	-0.2	2	-0.9	-4	-3	0	-4	0	99
COc1ccc(CNC(=O)C(OC(=O)c2ccco2)c2ccccc2F)cc1 (configuration not stated)	4	0.0	-3	-1.5	-1	6	9	-4	2	97
COc1cccc(N2C(=O)CN(Cc3ccc(OC)c(OC)c3)C2=S)c1	-14	0.0	-6	-0.3	4	1	-3	8	-2	96
Cc1ccc(-c2cc(N)n[nH]2)cc1	1	-0.3	-1	1.8	4	2	-3	4	0	106

Part of the list above with just ABCB6 inh 2 and ABHD5-PLIN5 inh.
canonical_smiles | ABCB6 inh 2 | ABHD5-PLIN5 inh
COc1cccc(N2C(=O)CN(Cc3ccc(OC)c(OC)c3)C2=S)c1 | 96 | 4
COc1ccc(CNC(=O)C(OC(=O)c2ccco2)c2ccccc2F)cc1 (configuration not stated) | 97 | -1
